MCF10A rerep: A quantitative high throughput screen for small molecules that induce DNA re-replication in MCF 10a normal breast cells. AID 624296, 2012. actives 2.9% (n = 350,000). Potency, µM (doses to about 46.1 µM), without a hit: at the highest dose activity, positive = re-replication, hits mostly activators. MCF 10A DNA re-replication, Hoechst nuclear intensity, 48 h; further: potency means the concentration at half of the fitted maximal effect; % of control where 0% means no effect; nearly all actives have a fitted effect of over 50% in size
SW480 rerep: A quantitative high throughput screen for small molecules that induce DNA re-replication in SW480 colon adenocarcinoma cells; SW480 DNA re-replication, Hoechst DNA content imaging, 48 h; Potency, µM (titrated, usually from 46.1 µM), for the others: top-dose re-replication activation, most hits filed as activators; actives 1.8% (n = 340,000); further: potency means the concentration at half of the fitted maximal effect; % of control where 0% means no effect; nearly all actives have a fitted effect of over 55% in size
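Cells (250 per well) received 23 nL compound or DMSO by pin tool and were kept 48 hr at 37 C, 5% CO2. Nuclei were then stained with Hoechst for 40 min and scanned for DNA content.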
IL1B secr inh: qHTS for Inhibitors of Inflammasome Signaling: IL-1-beta AlphaLISA Primary Screen. THP-1 LPS/ATP IL-1B secretion, AlphaLISA, 16 h; hits give low values. activity change, % at 57.5 µM. actives 4.7% (n = 360,000); in the data active means activity change below about -50%; inconclusive means mostly about -30% to -49%; further: on the % scale 0 is the no-effect control and ±100 the full control effect
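Secreted IL-1B measured by AlphaLISA bead assay after 16 h compound exposure of THP-1 cells; compounds (final up to 57.5 uM) added 1 h before LPS (250 ng/mL) and ATP (1.25 mM) stimulation; lower signal means less secretion.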
KB-V1 cytotox: qHTS assay for MDR1-selective chemotherapeutics: Primary screen using the drug-selected MDR subline cells KB-V1. AID 1347076, 2019. KB-V1 MDR cells viability, CellTiter-Glo, 72 h. actives 3.4% (n = 400,000). Potency, µM (titrated, usually from 46.1 µM), for the others: at the highest dose activity change, negative = cytotoxicity, usual class: cytotoxic; further: potency means the concentration at half of the fitted maximal effect; on the % scale 0 is the no-effect control and ±100 the full control effect; nearly all actives have a fitted effect of over 60% in size
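Luminescent ATP read-out (CellTiter-Glo, 10 min) measures survival of drug-selected KB-V1 MDR cells after 72 h, 37 degrees C compound exposure. Medium: phenol-red-free DMEM, 10% FBS. Values from fitted concentration-response curves.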
ATXN viability: Viability Counterscreen for Primary qHTS for Inhibitors of ATXN expression. actives 0.49% (n = 400,000). S2 cells (HEK-293 line with an ATXN2-luciferase reporter) viability, CellTiter-Fluor protease fluorescence, 24 h. Potency, µM (highest dose often 56.7 µM), actives largely listed as cytotoxic; further: potency means the concentration at half of the fitted maximal effect; nearly all actives have a fitted effect of over 40% in size
HT1080NT lethal: qHTS for induction of synthetic lethality in tumor cells producing 2HG: qHTS for the HT-1080-NT fibrosarcoma cell line | Potency, µM (top dose mostly 46.1 µM), inactives show at the top dose activity, negative = less viability, actives largely listed as cytotoxic | AID 686970, 2013 | HT-1080-NT fibrosarcoma viability, CellTiter-Glo ATP luminescence, 48 h | actives 1.6% (n = 360,000);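 further: NT is the 2HG producing partner of a matched IDH1 knockdown line; potency means the concentration at half of the fitted maximal effect; 0% = DMSO-treated cells and -100% = media-only wells without cells; nearly all actives have a fitted effect of over 55% in size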
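HT-1080-NT fibrosarcoma cells (2HG-overproducing), 750 cells/well in RPMI with 5% FBS, dosed after 2 h and incubated 48 h at 37C. CellTiter-Glo luminescence normalized to DMSO and no-cell wells; concentration-response curves fitted and classed.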
ATXN2 expr inh: Primary qHTS for Inhibitors of ATXN expression; HEK-293 ATXN2-luciferase reporter, luminescence, 24 h; actives 0.72% (n = 360,000); AID 1745845, 2022; Potency, µM (top dose mostly 57 µM), inactives show top-dose activity change, negative = inhibition, hits mostly inhibitors; further: potency means the concentration at half of the fitted maximal effect; on the % scale 0 is the no-effect control and ±100 the full control effect; nearly all actives have a fitted effect of over 55% in size
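ATXN2-luciferase reporter cells (luciferase flanked by upstream and downstream ATXN2 gene portions) were treated 24 h at 37 °C with compounds at up to 57 uM. SteadyGlo luminescence gave expression; GF-AFC fluorescence gave viability.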
KB-3-1 cytotox: qHTS assay for MDR1-selective chemotherapeutics: Primary screen using the parental adenocarcinoma cell KB-3-1 | actives 1.4% (n = 400,000) | KB-3-1 viability, CellTiter-Glo ATP luminescence, 72 h | AID 1347075, 2019 | Potency, µM (doses to about 46.1 µM), for inactives: at the highest dose activity change, negative = cytotoxic, usual class: cytotoxic; further: potency means the concentration at half of the fitted maximal effect; on the % scale 0 is the no-effect control and ±100 the full control effect; nearly all actives have a fitted effect of over 60% in size
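Luminescent ATP read-out (CellTiter-Glo) measures survival of drug-naive KB-3-1 cells after 72 h compound exposure at 37 °C. Titration series was screened from lowest to highest concentration, with DMSO vehicle plates as background controls.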
HT1080 IDH1KD tx: qHTS for induction of synthetic lethality in tumor cells producing 2HG: qHTS for the HT-1080-IDH1KD cell line | HT-1080 IDH1 knockdown viability, ATP luminescence, 48 h | Potency, µM (doses to about 46.1 µM), inactives show at the top dose activity, negative = toxicity, actives largely listed as cytotoxic | actives 2% (n = 360,000) | AID 686971, 2013;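 further: potency means the concentration at half of the fitted maximal effect; 0% = DMSO wells and -100% = cell-free medium wells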
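CellTiter-Glo luminescence after 48 h compound exposure at 37 degrees C of IDH1-knockdown HT-1080 cells in 5% FBS RPMI. %Activity scaled between DMSO wells and cell-free media wells, with curves fitted and assigned curve classes.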
* hit, by the source's call; [ ] = remark or other dose. Unless noted, the call rests on the fitted dose curve; in most records, active means well fitted curve in the direction sought with a large enough effect; inconclusive means small, poorly fitted or top-dose-only effect, or another doubt; inactive means no such curve, though single readings can be large; an effect the other way counts as inactive or inconclusive.

What do the screens show for `CCc1ccccc1NC(=O)N1CCc2ccccc2C1`?
MCF10A rerep: 1.7%; SW480 rerep: 4.0%; IL1B secr inh: -19.5; KB-V1 cytotox: 2.1%; ATXN viability: inactive; HT1080NT lethal: 20.2%; ATXN2 expr inh: 1.2%; KB-3-1 cytotox: 10.7%; HT1080 IDH1KD tx: 18.8%

How did O=C1C2C(c3ccccc3)C=CC(c3ccccc3)C2C(=O)N1c1ccncc1 (stereo not given) do in these assays?
MCF10A rerep: -13.3%; SW480 rerep: -4.8%; IL1B secr inh: 19.0; KB-V1 cytotox: -14.6%; ATXN viability: inactive; HT1080NT lethal: 0.6%; ATXN2 expr inh: 2.0%; KB-3-1 cytotox: -5.7%; HT1080 IDH1KD tx: -0.3%

What do the screens show for `O=C(Nc1nc(-c2ccc(Cl)s2)cs1)c1cccs1`?
MCF10A rerep: 11.2%; SW480 rerep: 0.0%; IL1B secr inh: -83.6*; KB-V1 cytotox: inconclusive; ATXN viability: inactive; HT1080NT lethal: inconclusive; ATXN2 expr inh: 8.5%; KB-3-1 cytotox: -17.2%; HT1080 IDH1KD tx: inconclusive

How did CC1(C)CC(NCCN2CCN(C3=CC(=C(C#N)C#N)CC(C)(C)C3)CC2)=CC(=C(C#N)C#N)C1 do in these assays?
MCF10A rerep: -0.8%; SW480 rerep: 102.3%[1.84 µM]; IL1B secr inh: 14.9; KB-V1 cytotox: 19.1%; ATXN viability: inactive; HT1080NT lethal: -4.5%; ATXN2 expr inh: -15.9%; KB-3-1 cytotox: -0.2%; HT1080 IDH1KD tx: 4.3%

What do the screens show for `Cc1ccccc1N=C(NOCc1ccccc1)c1nonc1N`?
MCF10A rerep: inconclusive; SW480 rerep: 0.1%; IL1B secr inh: -27.4; KB-V1 cytotox: 1.9%; ATXN viability: inactive; HT1080NT lethal: -17.1%; ATXN2 expr inh: 2.3%; KB-3-1 cytotox: -9.4%; HT1080 IDH1KD tx: -14.2%

What do the screens show for `Cc1ccccc1NC(=O)Cc1nnc(SCC(=O)N2CCN(c3ccccc3)CC2)n1C`?
MCF10A rerep: -3.2%; SW480 rerep: -14.4%; IL1B secr inh: -5.4; KB-V1 cytotox: 0.0%; ATXN viability: inactive; HT1080NT lethal: -9.1%; ATXN2 expr inh: -7.0%; KB-3-1 cytotox: -1.9%; HT1080 IDH1KD tx: -2.5%

How did CC(C)(C)c1ccc(CCC2OCC(C[N+]3(C)CCOCC3)O2)cc1 (stereo not given) do in these assays?
MCF10A rerep: inconclusive; SW480 rerep: 20.1%; KB-V1 cytotox: -5.0%; ATXN viability: inactive; HT1080NT lethal: 1.2%; ATXN2 expr inh: -25.5%; KB-3-1 cytotox: 21.3%; HT1080 IDH1KD tx: 15.6%

Results for O=C(CN1CCN(Cc2ccccc2)CC1)Nc1ccccc1 ?
MCF10A rerep: -1.8%; SW480 rerep: -2.7%; IL1B secr inh: 10.5; KB-V1 cytotox: -2.7%; ATXN viability: inactive; HT1080NT lethal: 4.3%; ATXN2 expr inh: 11.0%; KB-3-1 cytotox: 2.7%; HT1080 IDH1KD tx: -15.3%

Results for Cc1cc(C)cc(Oc2ccc(S(=O)(=O)N3CCN(C)CC3)cn2)c1 ?
MCF10A rerep: -0.3%; SW480 rerep: -5.8%; IL1B secr inh: -0.3; KB-V1 cytotox: inconclusive; ATXN viability: inactive; HT1080NT lethal: 6.2%; ATXN2 expr inh: 5.7%; KB-3-1 cytotox: 9.6%; HT1080 IDH1KD tx: 11.9%

How did O=C(CCC(=O)c1ccc(F)cc1)NCc1ccccc1C(F)(F)F do in these assays?
MCF10A rerep: 2.0%; SW480 rerep: -2.8%; IL1B secr inh: -2.4; KB-V1 cytotox: -2.7%; ATXN viability: inactive; HT1080NT lethal: 8.3%; ATXN2 expr inh: 1.2%; KB-3-1 cytotox: 9.4%; HT1080 IDH1KD tx: 18.8%

What do the screens show for `Cc1cnn(-c2cc(N/N=C/c3ccccc3Cl)ncn2)c1`?
MCF10A rerep: 11.9%; SW480 rerep: 1.0%; IL1B secr inh: 2.2; KB-V1 cytotox: -10.8%; ATXN viability: inconclusive; HT1080NT lethal: -0.4%; ATXN2 expr inh: -30.0%; KB-3-1 cytotox: -12.2%; HT1080 IDH1KD tx: -3.2%

How did Oc1ccccc1/C=N/n1cnn(Cc2ccccc2Cl)c1=S do in these assays?
MCF10A rerep: 0.9%; SW480 rerep: inconclusive; IL1B secr inh: -1.1; KB-V1 cytotox: -19.3%; ATXN viability: inactive; HT1080NT lethal: -0.5%; KB-3-1 cytotox: 4.6%; HT1080 IDH1KD tx: -8.5%

Results for COc1cc2c(cc1C1C(C#N)=C(N)OC3=C1C(=O)CC(C)(C)C3)OCO2 (stereo not given) ?
MCF10A rerep: 7.4%; SW480 rerep: 4.2%; IL1B secr inh: -10.9; KB-V1 cytotox: 3.4%; ATXN viability: inactive; HT1080NT lethal: 0.4%; KB-3-1 cytotox: 1.1%; HT1080 IDH1KD tx: 0.8%

Results for Cc1ccccc1-c1nc(CN2CCN(C(=O)c3ccco3)CC2)c(C)o1 ?
MCF10A rerep: 3.9%; SW480 rerep: -2.2%; IL1B secr inh: 2.5; KB-V1 cytotox: 7.0%; ATXN viability: inactive; HT1080NT lethal: 10.0%; ATXN2 expr inh: 3.8%; KB-3-1 cytotox: -0.6%; HT1080 IDH1KD tx: 2.5%

What do the screens show for `Cc1ccc(Sc2c(C)nn(C(=O)c3cccc(S(=O)(=O)N4CCOCC4)c3)c2C)cc1`?
MCF10A rerep: 1.2%; SW480 rerep: -18.2%; IL1B secr inh: 45.7; KB-V1 cytotox: 13.5%; ATXN viability: inactive; HT1080NT lethal: inconclusive; ATXN2 expr inh: 7.6%; KB-3-1 cytotox: -3.4%; HT1080 IDH1KD tx: inconclusive

Results for CCc1ccc(-c2cc(C(=O)N/N=C/c3c[nH]c4ccccc34)[nH]n2)cc1 ?
MCF10A rerep: 20.6µM*; SW480 rerep: 6.51µM*; IL1B secr inh: -53.4*; KB-V1 cytotox: inconclusive; ATXN viability: inconclusive; HT1080NT lethal: 5.17µM*; ATXN2 expr inh: -9.7%[11.3 µM]; KB-3-1 cytotox: inconclusive; HT1080 IDH1KD tx: 3.66µM*

How did CCOC(=O)C1CCCN(C(=O)CCc2nc3sc4c(c3c(=O)[nH]2)CCCC4)C1 (stereo not given) do in these assays?
MCF10A rerep: 2.2%; SW480 rerep: -7.2%; IL1B secr inh: 0.3; KB-V1 cytotox: 3.2%; ATXN viability: inactive; HT1080NT lethal: -0.9%; ATXN2 expr inh: -13.0%; KB-3-1 cytotox: -7.1%; HT1080 IDH1KD tx: -1.1%

How did CCN(CC)CC1C(=O)N(c2ccc(OC)cc2)C1c1ccccc1 (stereo not given) do in these assays?
MCF10A rerep: 26.3%; SW480 rerep: -10.4%; IL1B secr inh: 3.4; KB-V1 cytotox: -11.9%; ATXN viability: inactive; HT1080NT lethal: -20.4%; ATXN2 expr inh: -6.0%; KB-3-1 cytotox: 6.8%; HT1080 IDH1KD tx: -14.4%

Results for O=C(c1ccc(Cl)cc1)c1ccc(Oc2cc(NN3CCCCC3)c([N+](=O)[O-])cc2[N+](=O)[O-])cc1 ?
MCF10A rerep: -0.1%; SW480 rerep: -11.0%; IL1B secr inh: 15.4; KB-V1 cytotox: -8.5%; ATXN viability: inactive; HT1080NT lethal: -5.3%; ATXN2 expr inh: 10.3%; KB-3-1 cytotox: 12.6%; HT1080 IDH1KD tx: -8.6%

How did Fc1ccccc1OCCCCN1CCCCC1 do in these assays?
MCF10A rerep: -5.6%; SW480 rerep: -12.4%; IL1B secr inh: 15.3; KB-V1 cytotox: 22.5%; ATXN viability: inactive; HT1080NT lethal: 0.1%; ATXN2 expr inh: 15.9%; KB-3-1 cytotox: 23.2%; HT1080 IDH1KD tx: 4.6%

What do the screens show for `COc1ccc(/C=C(\C#N)C(=O)NCc2ccccc2)cc1O`?
MCF10A rerep: inconclusive; SW480 rerep: inconclusive; IL1B secr inh: -85.8*; KB-V1 cytotox: 6.9%; ATXN viability: inactive; HT1080NT lethal: -1.5%; ATXN2 expr inh: 14.6%; KB-3-1 cytotox: 6.5%; HT1080 IDH1KD tx: -2.0%

What do the screens show for `Cc1cc(NC(=O)c2ccc3c(c2)OCCO3)no1`?
MCF10A rerep: inconclusive; SW480 rerep: inconclusive; IL1B secr inh: -8.2; KB-V1 cytotox: 0.0%; ATXN viability: inactive; HT1080NT lethal: -29.4%; ATXN2 expr inh: 11.2µM*; KB-3-1 cytotox: -21.8%; HT1080 IDH1KD tx: -27.9%

Results for O=C(Nc1ccc(Br)cc1)c1cccc(S(=O)(=O)Nc2ccccn2)c1 ?
MCF10A rerep: inconclusive; SW480 rerep: -1.5%; IL1B secr inh: inactive; KB-V1 cytotox: inconclusive; ATXN viability: inactive; HT1080NT lethal: -16.6%; ATXN2 expr inh: -17.0%; KB-3-1 cytotox: -2.7%; HT1080 IDH1KD tx: -12.3%

Screening data from PubChem BioAssay.
